Assay outcomes from PubChem.
TEAD-YAP inh: TEAD-YAP interaction inhibition, primary screen, TEAD-YAP interaction inhibitor project, luminescence, HEK-TIYL cells; TEAD-Gal4/YAP UAS-luciferase luminescence; inhibition, % at 9.12 µM; actives 1.4% (n = 640,000); AID 1259422, 2018; in the data active = inhibition above about 32%;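 also: 0% = median of test compound wells and 100% = reference inhibitor wells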
FBW7 activator: FBW7 E3 ligase activators, primary screen, biochemical, AlphaScreen, human; F-box/WD repeat-containing protein 7 (Homo sapiens), Q969H0; AlphaScreen FBW7–phospho-cyclin E peptide binding, activator screen; normalized activity (activation), % at 26.1 µM; actives 0.13% (n = 650,000); in the data active = normalized activity above about 1.9%;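 also: purified mutant Fbw7 with reduced substrate affinity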
GPR151 activ: activators of human GPR151, primary screen, cell-based, PathHunter beta-arrestin, luminescence; G-protein coupled receptor 151 (Homo sapiens), Q8TDV0; PathHunter beta-arrestin GPR151 cells; activation, % at 11.2 µM; actives 1% (n = 650,000); in the data active = activation above about 4.9%;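 also: 0% = median of compound wells and 100% = cells with positive control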
Target sequence (Q8TDV0 whole entry, looked up): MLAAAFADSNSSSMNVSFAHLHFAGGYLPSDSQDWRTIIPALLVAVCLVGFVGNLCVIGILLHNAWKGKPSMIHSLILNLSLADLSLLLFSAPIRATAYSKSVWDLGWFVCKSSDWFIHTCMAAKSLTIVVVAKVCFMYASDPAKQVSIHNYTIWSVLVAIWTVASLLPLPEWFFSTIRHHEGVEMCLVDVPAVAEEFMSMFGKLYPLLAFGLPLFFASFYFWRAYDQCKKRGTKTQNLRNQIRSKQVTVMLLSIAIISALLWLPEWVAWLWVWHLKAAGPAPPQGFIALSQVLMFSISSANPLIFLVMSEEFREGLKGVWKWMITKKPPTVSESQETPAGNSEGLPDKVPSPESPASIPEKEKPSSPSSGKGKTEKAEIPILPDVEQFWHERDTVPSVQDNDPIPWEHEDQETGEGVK
MITF inh: MITF inhibitors, primary screen, biochemical, AlphaScreen, human; AlphaScreen MITF homodimerization, bead proximity signal; inhibition, % at 2.6 µM; actives 0.91% (n = 650,000); AID 1259374, 2018; in the data active = inhibition above about 50%;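 also: 0% = vehicle wells with protein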
Target sequence (O75030 whole entry, looked up): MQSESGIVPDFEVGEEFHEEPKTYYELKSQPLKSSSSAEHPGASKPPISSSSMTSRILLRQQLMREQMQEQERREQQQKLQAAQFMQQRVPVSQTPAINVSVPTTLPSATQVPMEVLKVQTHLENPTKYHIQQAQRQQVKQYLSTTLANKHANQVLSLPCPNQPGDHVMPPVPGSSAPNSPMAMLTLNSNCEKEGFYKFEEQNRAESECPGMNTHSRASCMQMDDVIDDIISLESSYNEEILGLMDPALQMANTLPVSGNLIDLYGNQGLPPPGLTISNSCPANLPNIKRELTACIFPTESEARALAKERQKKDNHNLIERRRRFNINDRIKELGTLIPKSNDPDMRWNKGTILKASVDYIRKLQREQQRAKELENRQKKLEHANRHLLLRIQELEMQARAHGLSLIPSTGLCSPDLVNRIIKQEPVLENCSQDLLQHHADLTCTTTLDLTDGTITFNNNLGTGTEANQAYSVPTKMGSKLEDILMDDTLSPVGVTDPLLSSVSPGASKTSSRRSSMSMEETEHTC
Active calls of the source: *.

(1) CC(C)=CCOc1cc(C)cc2oc(=O)cc(-c3ccccc3)c12
(2) C=CCNc1ncnc2c1cnn2-c1ccc(Cl)c(Cl)c1
(3) Cc1ccccc1CN1CCC(N2CCCC2)CC1
(4) Cc1ccc(-c2nnc(SCC(=O)N3CCC(C)CC3)n2C)cc1
(5) CCOc1ccc(N2C(=O)/C(=C\c3ccc(N(C)C)cc3)S(=O)(=O)C2c2cccc([N+](=O)[O-])c2)cc1 (centres undefined)
(6) O=C(CCS(=O)(=O)c1cccc2nonc12)NCc1ccc(Cl)cc1
(7) OC(CN1CCN(Cc2ccccc2)CC1)CN1c2ccccc2Sc2ccccc21 (centres undefined)
(8) O=C1CC(Sc2ccc(Cl)cc2)C(=O)N1c1ccc(Br)cc1 (centres undefined)
Screen / compound no.,1,2,3,4,5,6,7,8
TEAD-YAP inh,-10,-51,-1,3,4,-3,5,1
FBW7 activator,-0.3,-0.1,0.2,0.0,0.0,0.0,-0.6,0.1
GPR151 activ,0.2,3.1,-0.9,-1.0,0.9,-1.3,2.9,2.1
MITF inh,-9,5,47,15,-1,19,56*,-16

(9) O=C(CSc1nc(=O)n(CC2CCCO2)c2c1CCCC2)NCc1ccco1 (centres undefined)
(10) CC(C)COC(=O)Nc1nnc(Cc2ccccc2F)s1
(11) CC(NC(=O)C1CC(=O)c2sc(NC(=O)Cc3ccccc3)nc2C1)c1nccs1 (centres undefined)
(12) CCOc1cccc2cc(-c3csc(NC(=O)c4ccccc4F)n3)oc12
(13) Cc1cccc(-c2noc(-c3cc(C(C)C)[nH]n3)n2)c1
(14) Nc1ccc(C(=O)NC2=NN(c3ccccc3)C(=O)C2)cc1
(15) COc1cccc(/C=N/NC(=O)CSc2nnc(C)n2-c2ccccc2)c1O
(16) COc1ccccc1CNC(=O)C/C(C)=N/NC(=O)C(=O)NC(C)C
Screen / compound no.,9,10,11,12,13,14,15,16
TEAD-YAP inh,7,-78,17,1,-38,6,19,2
FBW7 activator,-0.1,-0.1,0.2,0.0,-0.1,-0.7,0.1,-0.1
GPR151 activ,0.7,0.0,-0.7,-0.2,0.5,0.7,1.1,1.4
MITF inh,-3,1,15,-1,0,6,-41,-4

(17) Cc1cc([N+](=O)[O-])cc2c1NC(c1ccccn1)C1CC=CC21 (centres undefined)
(18) C/C(=N/NC(=O)C1C2CCCCC21)c1ccc2ccccc2c1O (centres undefined)
(19) N#Cc1ccc(OCC(=O)NC2CCCCCC2)cc1
(20) O=[N+]([O-])c1ccccc1CN1CCN(Cc2ccccn2)CC1
(21) CCOc1ccc(OCC)c(S(=O)(=O)N2CCN(c3ccccc3C)CC2)c1
(22) COc1ccc(/C=C/C(=O)Nc2ccc3nc(N4CCCCC4)cc(C)c3c2)cc1
(23) CC(C)(C)NC(=O)C(OC(=O)c1ccco1)c1ccccc1F (centres undefined)
(24) CCn1cc(CN2CCN(Cc3ccc(C)o3)C(CCO)C2)c2ccccc21 (centres undefined)
Screen / compound no.,17,18,19,20,21,22,23,24
TEAD-YAP inh,0,3,-5,5,0,0,7,5
FBW7 activator,-0.3,0.1,0.1,0.0,-0.1,0.1,1.2,0.2
GPR151 activ,-0.7,-1.4,-0.7,0.1,-0.7,3.8,-2.0,1.5
MITF inh,9,9,-6,69*,-12,5,14,3

(25) CCCNC(=O)c1nnc(Cc2ccc(F)cc2)o1
(26) CC(C)C(C(=O)NC1CCCC1)N1Cc2ccccc2C1=O (centres undefined)
(27) Cc1ccc(OCc2nc(SCC(=O)Nc3cccc(S(N)(=O)=O)c3)n[nH]2)cc1
(28) CCN(CC)CCCNC(=O)c1c[nH]c2ccc(S(=O)(=O)N3CCC(C)CC3)cc2c1=O
(29) CC(C)(C)NC(=O)NC(=O)COC(=O)Cn1cnc2ccccc2c1=O
(30) Cc1cc(C)nc(SCC(=O)c2ccc(F)cc2F)n1
(31) COC(=O)c1nnn(-c2nonc2N)c1CSc1nnc(C)s1
(32) O=C(c1ccc(F)c(F)c1)N1CCN(c2ccc3nnc(-c4ccco4)n3n2)CC1
Screen / compound no.,25,26,27,28,29,30,31,32
TEAD-YAP inh,-2,7,2,5,2,-30,4,1
FBW7 activator,0.1,0.3,-0.1,-0.1,-0.2,1.5,-0.1,0.1
GPR151 activ,-2.6,-0.6,-0.3,-0.5,6.8*,0.0,0.2,1.5
MITF inh,-15,6,-2,1,4,11,10,12

(33) COc1ccccc1C/C(N)=N/OC(=O)c1ccccc1F
(34) O=C(c1cc2cc([N+](=O)[O-])ccc2oc1=O)N1CCc2ccccc2C1
(35) CCOC(=O)c1nnc(Cc2c(F)cccc2Cl)o1
(36) CCCOCCOC(=O)C1=C(C)NC(=O)CC1c1ccccc1[N+](=O)[O-] (centres undefined)
(37) O=[N+]([O-])c1ccc2nonc2c1N(Cc1ccccc1)c1ccccc1
(38) COc1cc(Nc2ncc(C)c(NC3CCN(Cc4ccccc4)CC3)n2)cc(OC)c1OC
(39) COc1ccc(C)cc1N(CC(=O)Nc1ccc(-c2nc3ccc(C)cc3s2)cc1)S(C)(=O)=O
(40) COc1ccc(N2C(=O)CC(Cc3ccc(Cl)cc3)C2=O)cc1 (centres undefined)
Screen / compound no.,33,34,35,36,37,38,39,40
TEAD-YAP inh,-49,3,-3,5,9,-8,-22,4
FBW7 activator,0.1,0.1,-0.1,0.3,-0.6,-0.1,-0.1,0.1
GPR151 activ,4.1,0.1,2.1,0.7,1.2,-0.1,-1.1,-1.1
MITF inh,-19,15,-4,18,50,-4,19,8

(41) COc1ccccc1N1CCN(C2CCCN(CC(C)(C)CO)C2)CC1 (centres undefined)
(42) COc1cccc(Oc2nnnn2-c2ccccc2)c1
(43) NNc1nc2sc3c(c2c(=O)[nH]1)CCCC3
(44) Cc1c(C(c2ccccc2O)c2c(C)n(C)n(-c3ccccc3)c2=O)c(=O)n(-c2ccccc2)n1C
(45) CC(=O)Oc1ccc(-c2cccc(C(=O)Nc3ccc4c(c3)Cc3ccccc3-4)c2)cc1
(46) COc1ccc(-c2cc(C(F)(F)F)n3nc(C(=O)Nc4cc(Oc5ccc(Cl)c(C)c5)cc([N+](=O)[O-])c4)c(Cl)c3n2)cc1
(47) CC(OC(=O)c1ccc(Oc2ccc(Cl)cc2[N+](=O)[O-])cc1)C(N)=O (centres undefined)
(48) CCOc1ccc(-n2c(=S)sc3c(=O)n(-c4ccc(F)cc4)c(SCC(=O)NCc4ccccc4)nc32)cc1
Screen / compound no.,41,42,43,44,45,46,47,48
TEAD-YAP inh,1,-38,9,5,6,-9,1,-1
FBW7 activator,0.2,0.0,0.6,0.3,-0.1,-0.1,0.3,-0.1
GPR151 activ,0.5,-0.8,-1.9,0.6,1.7,1.2,0.9,-0.4
MITF inh,-6,11,8,14,-6,-2,18,4

Two compounds drawn at random from the list so far, as already listed:
(42) COc1cccc(Oc2nnnn2-c2ccccc2)c1
(48) CCOc1ccc(-n2c(=S)sc3c(=O)n(-c4ccc(F)cc4)c(SCC(=O)NCc4ccccc4)nc32)cc1
Screen / compound no.,42,48
TEAD-YAP inh,-38,-1
FBW7 activator,0.0,-0.1
GPR151 activ,-0.8,-0.4
MITF inh,11,4

(cont.)
(49) NS(=O)(=O)c1cc(Cl)c(NC(=O)c2c(O)c3ccccc3[nH]c2=O)c(Cl)c1
(50) Cc1cc(OCC(=O)NCc2cccnc2)ccc1[N+](=O)[O-]
(51) CCn1c(CNc2n[nH]c3nc(C)cc(C(F)(F)F)c23)nc2ccccc21
(52) Cc1ccccc1C1=N/C(=C\c2cccc(I)c2)C(=O)O1
(53) Cc1ccc(NC(=O)c2ccccc2Cl)cc1
(54) COc1cccc(CN(CCN(C)C)C(=O)Nc2ccc(-c3cn[nH]c3)cc2N(C)C)c1
(55) CCCCn1c(=N)n(CC(O)C(C)(C)C)c2ccccc21 (centres undefined)
(56) COc1ccc(-c2c(C)c3cc(OC)ccc3oc2=O)cc1
Screen / compound no.,49,50,51,52,53,54,55,56
TEAD-YAP inh,6,-7,-14,7,-37,50*,5,-8
FBW7 activator,-0.2,0.0,-0.1,0.1,0.0,-0.2,-0.1,0.1
GPR151 activ,0.0,5.2*,0.4,-2.8,-2.2,-1.5,1.5,-1.6
MITF inh,8,2,-8,18,4,25,14,2

(57) COc1ccc(Nc2nc(N)c3ccccc3n2)cc1
(58) OC(COCc1ccccc1F)CN1CCN(c2ccccc2)CC1 (centres undefined)
(59) CC1(C)CC(C)(c2ccc(Cl)cc2)c2ccccc2N1 (centres undefined)
(60) CCN(CC)c1ccc(/C=C(\C#N)c2nc(-c3ccc(C)cc3)cs2)cc1
(61) CCCCSCCCNC(=O)CC1Sc2ccccc2NC1=O (centres undefined)
(62) Cc1c(Cl)cccc1NC(=O)CCNS(=O)(=O)c1ccc2c(c1)oc(=O)n2C
(63) CC1CCCC(NC(=O)CSc2nnc(NCc3ccccc3)s2)C1C (centres undefined)
(64) CC(C)c1ccccc1Nc1n[nH]c(=S)s1
Screen / compound no.,57,58,59,60,61,62,63,64
TEAD-YAP inh,73*,-1,8,3,-1,6,9,14
FBW7 activator,0.2,-0.1,0.3,0.1,0.0,0.1,0.0,0.6
GPR151 activ,-11,1.4,-1.7,0.6,1.1,1.6,-0.1,0.1
MITF inh,23,4,8,14,2,17,-5,11

Laid out differently: 2 of the compounds above
Sequence of screens – TEAD-YAP inh | FBW7 activator | GPR151 activ | MITF inh
23	CC(C)(C)NC(=O)C(OC(=O)c1ccco1)c1ccccc1F (centres undefined)
    7 | 1.2 | -2.0 | 14
24	CCn1cc(CN2CCN(Cc3ccc(C)o3)C(CCO)C2)c2ccccc21 (centres undefined)
    5 | 0.2 | 1.5 | 3

Single values from above:
Entry of #60 in MITF inh: 14
Entry of #63 in GPR151 activ: -0.1

Following part.
(65) O=C(CN1C(=O)CSCC1=O)Nc1ccc2c(c1)OCO2
(66) Cc1cc(C)n(-c2cc(N/N=C\c3ccc(N(C)C)cc3)nc(C)n2)n1
(67) CCCCCSc1nnc2c(n1)OC1(Nc3ccccc3-2)C(=O)Nc2ccc(F)cc21 (centres undefined)
(68) CSc1nnc(CSc2nc(C)cc(C)n2)n1CCc1ccccc1
(69) N#Cc1ccc(-c2cnc3ccc(NCCc4cccnc4)nn23)cc1
(70) CCOC(=O)N1CCN(C(=O)COc2ccc(OC)cc2)CC1
(71) COc1ccc2cc(CN(Cc3ccccc3)C(C)=O)c(=O)[nH]c2c1
(72) CC(=O)Nc1ncc2c(n1)CC(c1ccc(C)cc1)CC2=O (centres undefined)
Screen / compound no.,65,66,67,68,69,70,71,72
TEAD-YAP inh,8,2,-5,-9,34*,-1,4,-4
FBW7 activator,0.0,0.0,0.3,-0.1,-0.4,-0.1,0.0,0.1
GPR151 activ,-0.3,1.1,0.1,-0.9,-0.8,2.6,2.3,0.3
MITF inh,4,5,8,14,15,-5,-2,2

(73) CCCN(CCC)S(=O)(=O)c1ccc(C(=O)N=c2sc3cc(C)ccc3n2C)cc1
(74) O=C(OCC1CCCO1)c1cccc([N+](=O)[O-])c1 (centres undefined)
(75) COc1cc2nc(-c3cccc(C(C)=O)c3)nc(Nc3ccc(Oc4ccccc4)cc3)c2cc1OC
(76) O=C(Nn1c(-c2ccc(Br)cc2)nc2ccccc2c1=O)c1cccnc1Cl
(77) COc1cccc(CC(C)C(=O)Nc2ccccc2[N+](=O)[O-])c1 (centres undefined)
(78) CC1(C(=O)N(CC(=O)NCCc2ccccc2)C2CCCC2)CC(=O)N=C2C=CC=CN21 (centres undefined)
(79) Cc1cc(=O)nc2c3ccccc3n(C(C)C(=O)Nc3ccccc3Cl)n12 (centres undefined)
(80) Cc1c([N+](=O)[O-])c([N+](=O)[O-])nn1CC(=O)NCCc1ccccc1
(81) O=C(Cn1cnc2c(nnn2Cc2ccc(Cl)cc2)c1=O)Nc1cccc(F)c1
(82) CC(C)CN(CC(C)C)c1nnc(N)s1
(83) CCOC(=O)C(NC(C)=O)(Nc1ccc(S(=O)(=O)Nc2cc(C)on2)cc1)C(F)(F)F (centres undefined)
Screen / compound no.,73,74,75,76,77,78,79,80,81,82,83
TEAD-YAP inh,6,-2,0,16,-7,5,2,8,5,0,-3
FBW7 activator,-0.1,0.2,0.2,0.2,-0.4,0.3,0.0,0.1,0.1,-0.1,0.1
GPR151 activ,-0.4,1.2,0.8,0.9,-0.3,-0.4,-0.1,0.0,0.1,-2.3,0.6
MITF inh,-7,3,17,9,4,1,8,8,17,3,4
